STEP block: blocks human striatal-enriched tyrosine phosphatase. AID 588621. hit rate 0.25% among 360,000. recombinant STEP, OMFP fluorogenic substrate, fluorescence. inhibition, % at 20 µM;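 active = inhibition at 20 µM, scaled per plate between control wells, above about 37%, limit read from the data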;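 also: 0% = DMSO with enzyme and substrate and 100% = substrate only without enzyme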
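Measure: Control-normalized % inhibition with plate pattern correction | Test system: STEP phosphatase, cell-free reaction | Medium: pH 6.0 Bis-Tris with DTT and Tween 20 | Technique: Fluorescence, 480/540 nm | Times: Reaction 20 min, ambient temperature | Doses: Single compound dose of 20 µM, 1% DMSO final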
Scp1 inh: inhibitors of human Scp-1 phosphatase. Recombinant Scp1, phosphopeptide, malachite green phosphate absorbance. inhibition, % at 20 µM. hit rate 0.88% among 340,000;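 active = inhibition above about 50% at 20 µM, limit read from the data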;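 also: plate controls were DMSO wells with enzyme for no effect and wells lacking enzyme for full effect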
Target sequence (Q9GZU7 76-261 limits assumed): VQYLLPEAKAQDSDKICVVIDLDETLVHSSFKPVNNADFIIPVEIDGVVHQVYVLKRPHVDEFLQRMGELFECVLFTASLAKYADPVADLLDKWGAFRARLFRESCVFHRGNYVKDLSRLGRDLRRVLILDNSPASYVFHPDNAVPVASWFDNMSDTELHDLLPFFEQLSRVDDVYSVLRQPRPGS
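Incubation: 45 min enzyme reaction at room temperature / System: truncated SCP-1 phosphatase (76-261aa) / Reagent: Phospho 17-mer peptide substrate / Buffer or medium: Acidic Tris acetate buffer with magnesium and detergent / Signal: absorbance at 630 nm / Doses: one concentration, 20 µM, with 1.0% DMSO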
TbMetRS inhib: blocks T. brucei methionyl-tRNA synthetase activity; purified T. brucei MetRS, ATP depletion, Kinase-Glo luminescence; inhibition, % at 11.9 µM; hit rate 0.4% among 360,000;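 active = inhibition above a per-plate cutoff of the control wells' mean inhibition plus 3 SD, cut at about 5.5% in these data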;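 also: 0% = DMSO wells median and 100% = median of wells with control inhibitor compound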
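assay system = parasite MetRS enzyme | timing = 15 min preincubation, 2 h reaction, all 25 °C | evaluation = percent inhibition relative to median high and low control wells | medium = HEPES buffer containing pyrophosphatase, BSA, spermine, DTT | compound = single dose, 11.9 µM final nominal, 0.9% final DMSO | detection = Kinase-Glo luminescence, ATP depletion format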
CSN inh: inhibitors of human CSN-mediated cullin deneddylation. hit rate 0.38% among 360,000. AID 651999. inhibition, % at 12.5 µM. Purified CSN, SCF-Nedd8-OG deneddylation, fluorescence polarization;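 active = pattern-corrected inhibition above about 35%, with an unprinted fluorescence ratio check between 0.5 and 1.5, limit read from the data, passing the limit was not always enough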;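 also: 0% = enzyme with substrate and 100% = substrate without enzyme; some results filed as inactive read as strong as hits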
Target sequence (Q92905 whole entry, looked up, one chain of several): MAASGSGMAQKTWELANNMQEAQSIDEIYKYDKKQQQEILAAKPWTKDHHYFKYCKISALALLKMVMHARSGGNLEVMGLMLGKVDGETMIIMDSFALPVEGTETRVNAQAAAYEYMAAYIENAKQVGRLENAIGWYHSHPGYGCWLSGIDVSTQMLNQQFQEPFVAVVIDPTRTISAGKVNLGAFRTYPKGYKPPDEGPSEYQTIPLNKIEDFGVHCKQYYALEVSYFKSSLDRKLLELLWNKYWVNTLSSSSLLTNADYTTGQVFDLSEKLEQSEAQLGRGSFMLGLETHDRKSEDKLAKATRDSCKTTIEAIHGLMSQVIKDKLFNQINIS
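Assay system: Purified human Csn5 enzyme expressed in HEK293T cells | Amount: Enzyme 0.24 nM | Measured by: Fluorescence polarization readout | Medium: Tris/NaCl/DTT buffer, pH 7.5 | Compound dosing: One concentration, 12.5 µM, 0.25% DMSO | Times: 90 min incubation of compound, enzyme and substrate at room temperature | Control set: no-enzyme wells high, enzyme-with-substrate wells low | Read-out: % inhibition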
Rpn11 block: inhibitors of human proteasome Rpn11; O00487; human 26S proteasome, Ub4-pepOG fluorescence polarization; 20S core pre-blocked with epoxomicin; calls only at 20 µM; hit rate 0.59% among 360,000; AID 588493;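 active = inhibition at 20 µM, scaled to each plate's controls, above about 33%, limit read from the data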
LMPTP block: LMPTP (human) inhibition; recombinant LMPTP-A, OMFP fluorogenic substrate, fluorescence intensity; inhibition, % at 20 µM; P24666; hit rate 0.22% among 360,000; AID 651560;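 active = compounds that cut the enzyme signal by at least half of the control window in the single-dose screen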;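 also: plate controls were DMSO wells with enzyme plus substrate for no effect and substrate without enzyme for full effect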
Target sequence (P24666 whole entry, looked up): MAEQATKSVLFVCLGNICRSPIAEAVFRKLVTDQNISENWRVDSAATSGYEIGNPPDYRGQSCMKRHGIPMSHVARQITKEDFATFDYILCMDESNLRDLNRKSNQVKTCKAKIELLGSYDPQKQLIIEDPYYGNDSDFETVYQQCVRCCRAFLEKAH
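Test system: LMPTP-A phosphatase enzyme. Amount: LMPTP-A at 0.625 nM final in the reaction. Reagent: OMFP substrate, 400 µM final. Times: 50 min at room temperature. Signal: endpoint fluorescence intensity from OMFP dephosphorylation. Read-out basis: % inhibition. Benchmarks: no-enzyme and uninhibited controls.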
MsrA inhibitor: bovine MsrA inhibition; inhibition, % at 15.5 µM; purified bovine MsrA, absorbance read-out; AID 651718; hit rate 0.75% among 360,000; in the data active = inhibition above about 4.5%;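 also: 0% = vehicle wells with enzyme and 100% = reference inhibitor wells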
NadD block: NadD (S. aureus) enzyme inhibition; inhibition, % at 20 µM; AID 602399; purified NadD enzyme, colorimetric absorbance read-out; hit rate 0.78% among 360,000; in the data active = inhibition above about 26%; also: some compounds past the cut are filed as inactive
DNMT1 inh: blocks human DNA methyltransferase DNMT1 | P26358 | DNMT1 molecular beacon, Hinp1I cleavage, fluorescence | inhibition (reported as % activation of signal), % at 10 µM | hit rate 0.83% among 360,000; in the data active = inhibition above about 50%
SUMO1 PPI mod: modulators of human SUMO1-mediated protein-protein interactions | hit rate 0.33% among 360,000 | inhibition, % at 20 µM | P63165 | SUMO1 binding to a labelled peptide, TR-FRET, 1 h; in the data active = inhibition above about 37%
Target sequence (P63165 whole entry, looked up): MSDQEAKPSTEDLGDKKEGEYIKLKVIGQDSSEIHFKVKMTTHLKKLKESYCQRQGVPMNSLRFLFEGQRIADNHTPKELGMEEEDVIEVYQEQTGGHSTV
Numbers without * were called inactive; i = inactive; · = no result given.

SMILES	STEP block	Scp1 inh	TbMetRS inhib	CSN inh	Rpn11 block	LMPTP block	MsrA inhibitor	NadD block	DNMT1 inh	SUMO1 PPI mod
CCC(=O)N1CCC1(C)C(=O)Nc1ccc(C)c(C)c1 (stereo not drawn)	-4	·	-0.2	3	i	-0.3	-0.6	6	-4	-1
CC(C)(C)NC(=O)COC(=O)c1cncc(Br)c1	3	-12	-0.5	-6	i	-2.6	1.4	-2	-2	2
CCCSCCCNC(=O)CN1C(=O)COc2ccc(S(=O)(=O)N3CCCC3)cc21	2	-9	0.5	0	i	0.0	-0.7	-7	0	-3
O=C(c1ccc2c(c1)OCCO2)N1CCN(Cc2c(F)cccc2Cl)CC1	0	-3	-0.1	7	i	-0.9	0.4	4	1	-2
COc1ccc(N(CC(=O)Nc2ccc(Cc3ccncc3)cc2)S(=O)(=O)c2ccccc2)cc1	1	0	-0.1	0	i	3.8	0.2	12	-5	2
O=C(O)CC(C(=O)Nc1ccc(F)cc1)C1CCCO1 (stereo not drawn)	-1	9	-0.6	-1	i	-1.2	0.6	-6	3	-1
S=C(NCc1ccncc1)Nc1ccc(Cl)c(Cl)c1	0	-5	1.9	-6	i	-0.1	-0.8	6	-5	-6
CC(C(=O)Nc1ccc(N2CCOCC2)cc1)N1C(=O)NC(C)(C)C1=O (stereo not drawn)	1	-8	-0.1	-5	i	-0.8	-0.5	0	4	-4
COCCNC(=O)C1(C)CCCN(C(=O)c2cc(F)cc(F)c2)C1 (stereo not drawn)	1	·	0.7	-2	i	-2.8	1.6	-2	0	2
Cc1cc(Cl)nc(Cl)c1C(=O)NC(=O)NCCC(C)C	-2	2	-0.1	-6	i	0.0	-0.7	-1	-1	1

Entries of single compounds, quoted from the list:
Shown for Cc1cc(Cl)nc(Cl)c1C(=O)NC(=O)NCCC(C)C : STEP block = -2; Scp1 inh = 2; TbMetRS inhib = -0.1; CSN inh = -6; Rpn11 block = i; LMPTP block = 0.0; MsrA inhibitor = -0.7; NadD block = -1; DNMT1 inh = -1; SUMO1 PPI mod = 1
Shown for CCCSCCCNC(=O)CN1C(=O)COc2ccc(S(=O)(=O)N3CCCC3)cc21 : STEP block = 2; Scp1 inh = -9; TbMetRS inhib = 0.5; CSN inh = 0; Rpn11 block = i; LMPTP block = 0.0; MsrA inhibitor = -0.7; NadD block = -7; DNMT1 inh = 0; SUMO1 PPI mod = -3

Following part:
SMILES	STEP block	Scp1 inh	TbMetRS inhib	CSN inh	Rpn11 block	LMPTP block	MsrA inhibitor	NadD block	DNMT1 inh	SUMO1 PPI mod
Cc1ccccc1N(CC(=O)NC1CCCC1)C(=O)C1(C)CC(=O)N=C2C=CC=CN21 (stereo not drawn)	-1	0	-0.2	2	i	0.2	0.8	-1	2	-2
Cc1cc(C(=O)Nc2ccc(S(=O)(=O)N3CCCC3)cc2)cs1	1	-9	-0.3	1	i	0.2	0.2	4	-1	1
CCCNC(=O)N[C@@H](CCSC)C(=O)OC	-2	0	-1.5	0	i	0.4	-0.7	-1	1	-2
COCCCNC(=O)c1c(N)n(/N=C/c2ccccn2)c2nc3ccccc3nc12	5	-6	-0.8	3	i	3.3	-0.9	-10	-1	-1
O=C(NNS(=O)(=O)c1ccccc1)C(O)(c1ccccc1)c1ccccc1	2	-2	-1.2	-6	i	-0.6	0.0	1	-2	-2
CCC(C)NC(=O)c1cnc2n(c1=O)CCS2 (stereo not drawn)	2	-12	-0.1	11	i	-0.3	-1.1	5	0	1
O=C(O)CSc1ncccc1C(=O)O	2	-4	-0.1	-6	i	-1.8	-1.1	0	2	-2
NC(=O)c1nn(-c2ccccc2)nc1NC(=O)Cn1nnc(-c2ccccc2)n1	0	-4	0.5	-6	i	14	0.6	4	35	5
CCCCNC(=O)c1cc(-c2ccc(F)cc2)on1	-9	-4	-0.4	3	i	-0.1	0.8	8	0	-2
Cc1nc2ccc(S(=O)(=O)NCC(=O)N3CCc4ccccc4C3)cc2s1	0	1	-0.1	3	i	-2.4	0.8	-5	-4	-3
Cc1cc(C)cc(C(=O)Nc2cccnc2)c1	-2	-5	-0.5	3	i	0.1	0.6	-1	0	2
CCOc1ccc(-n2c(SCC(=O)Nc3ccc(CC)cc3)nc3n[nH]c(C)c3c2=N)cc1	-1	-5	0.2	3	i	-0.7	2.2	2	48	4
Cc1ccc(S(=O)(=O)N2CCN(C(=O)COC(=O)CCc3ccccc3)CC2)c(C)c1	0	-11	-0.4	0	i	0.8	0.9	-8	0	1
COc1ccc(C(=O)NCc2nnc(SCC(=O)N3CCCc4ccccc43)o2)cc1OC	0	-7	-0.3	1	i	-0.5	0.1	2	4	1
Cc1cc(=O)oc(C)c1C(=O)Nc1cccc2ccccc12	-2	-3	-0.2	5	i	-0.6	-1.4	7	4	0
CN(C)c1ccc(N=Cc2cccn2C)cc1	1	-7	-0.1	1	i	4.4	-0.7	2	-1	-28
COc1ccc(/C=N/NC(=O)c2cccc([N+](=O)[O-])c2)cc1O	1	-3	1.0	0	i	0.4	1.0	4	7	-20
CCn1c(SCC(=O)NCC2CCCO2)nnc1-c1ccccc1 (stereo not drawn)	0	4	-0.6	6	i	1.7	0.0	-1	3	3
COc1ccc(CSc2nnnn2-c2ccc(C(N)=O)cc2)cc1[N+](=O)[O-]	1	5	-1.2	4	i	1.7	-1.1	-4	2	-20
COc1ccc(CCNC(=O)C(C)OC(=O)c2ccco2)cc1OC (stereo not drawn)	-1	1	-1.2	-5	i	-0.5	0.8	-2	0	-3
Cc1ccc(C)c(N2CCN(C3CCCC(C)C3)CC2)c1 (stereo not drawn)	-3	-4	-0.7	-3	i	-2.7	-0.1	-9	1	-3
CC(NC(=O)c1ccccc1F)c1nnc(SCc2nc3ccccc3c(=O)[nH]2)n1C (stereo not drawn)	2	-6	-0.3	1	i	-0.1	-1.6	5	2	-1
COc1cccc(CN2CCC(Oc3ccc(C(=O)N4CCCCC4)cc3)CC2)c1O	3	-8	-0.3	-1	i	1.8	0.2	-2	-2	2
CN(C)c1ccc(C2Nc3cccc4cccc(c34)N2)cc1	8	11	1.5	1	i	5.0	4.1	3	-9	-6
COc1cc2ncnc(NCc3ccc(Cl)cc3)c2cc1OC	1	4	0.0	10	i	2.2	2.0	-5	2	4
Cn1c(CSCc2ccccc2Cl)n[nH]c1=S	-3	-4	0.0	-1	i	-5.6	0.9	3	2	8
CC(=O)c1ccc(NC(=O)Nc2ccccc2)cc1	3	-6	1.4	-5	i	-0.8	2.6	-5	-2	-5
Cc1ccccc1C(=O)NCC(=O)O	1	-24	-0.2	2	i	-0.7	-0.2	-10	0	1
Cc1ccc(C)c(S(=O)(=O)N2CCNCC2)c1	2	-2	-0.3	-1	i	-0.3	-0.3	-1	-1	3
Cc1cc(=O)[nH]c(N/N=C/c2cc(C)n(CC(F)(F)F)c2C)n1	0	22	-0.4	3	i	-0.7	3.6	-8	-5	-3

Structures from the list above that have a COOH group, in the order listed:
SMILES	STEP block	Scp1 inh	TbMetRS inhib	CSN inh	Rpn11 block	LMPTP block	MsrA inhibitor	NadD block	DNMT1 inh	SUMO1 PPI mod
O=C(O)CC(C(=O)Nc1ccc(F)cc1)C1CCCO1 (stereo not drawn)	-1	9	-0.6	-1	i	-1.2	0.6	-6	3	-1
O=C(O)CSc1ncccc1C(=O)O	2	-4	-0.1	-6	i	-1.8	-1.1	0	2	-2
Cc1ccccc1C(=O)NCC(=O)O	1	-24	-0.2	2	i	-0.7	-0.2	-10	0	1

New compounds follow.
SMILES	STEP block	Scp1 inh	TbMetRS inhib	CSN inh	Rpn11 block	LMPTP block	MsrA inhibitor	NadD block	DNMT1 inh	SUMO1 PPI mod
CCc1ccc(S(=O)(=O)NCc2cn3ccsc3n2)s1	-1	-4	0.0	2	i	-1.0	-0.5	-2	1	1
CN(C)C(=O)c1ccc(NC(=O)CC2SC(N3CCCC3)=NC2=O)cc1 (stereo not drawn)	-2	1	-0.5	-8	i	0.2	-1.7	-4	1	1
COc1ccc(C(=O)NCC(=O)c2ccccc2)cc1	2	-4	-0.5	2	i	-0.6	-2.0	3	3	1
O=C1CC(C(F)(F)C(F)(F)C(F)(F)C(F)F)=Nc2ccccc2N1	2	-5	-0.9	-2	i	0.7	1.0	0	-1	-2
Cc1ccc(Cc2c(C(C)(C)C)nc3ccc(Br)cn23)cc1	2	·	0.0	9	i	1.4	-0.2	5	1	-6
CC(=O)N(CC#CCN(C(C)=O)c1ccccc1)c1ccccc1	0	·	-0.3	1	i	-1.1	0.2	6	-5	-2
CCCN(CCC)CCNC(=O)C1CCN(Cc2nc(-c3ccc(Cl)cc3)oc2C)CC1	-4	-11	-0.8	-6	i	0.0	0.1	-6	-5	5
Cc1n[nH]c(=O)n1-c1cccc(C(F)(F)F)c1	-2	1	0.7	0	i	-2.2	-1.9	0	13	2
CN(Cc1ccnc2ccccc12)C(=O)C1CCC(=O)N(Cc2ccccc2F)C1 (stereo not drawn)	0	-2	-0.3	1	i	-0.4	-1.4	-2	1	0
CNC(=S)NC1CC2CCCC(C1)N2Cc1ccc(C)cc1 (stereo not drawn)	2	-2	-0.5	0	i	0.4	-1.9	1	7	-1
CCOc1ccc(/C=N/NC(=O)c2ccc(O)cc2)cc1CN1CC2CC(C1)c1cccc(=O)n1C2 (stereo not drawn)	1	-9	-0.4	2	i	0.4	1.9	7	-3	6
NS(=O)(=O)c1ccc(CNS(=O)(=O)c2cc(Cl)ccc2Cl)cc1	-2	-9	-0.3	-3	i	1.0	0.6	-3	-2	-2
O=C(N=Nc1c(O)[nH]c2ccc(Br)cc12)c1cc(-c2cccs2)nc2ccccc12	0	7	0.1	8	i	3.5	1.8	44*	65*	5
COc1ccc(S(=O)(=O)N2CCN(CC(=O)Nc3ccccc3OC)CC2)cc1	-1	4	-0.7	0	i	-0.1	-0.8	-1	1	3
CCOC(=O)c1ccccc1-c1csc(NS(=O)(=O)c2ccc(Cl)cc2)n1	-1	-1	-0.9	4	i	0.2	-0.8	8	-2	5
COc1ccc(CCC(=O)Nc2nnc(C)s2)cc1	2	-1	-0.5	4	i	-1.8	0.2	-1	-1	0
CCC(=O)Nc1cccc(C(=O)c2ccccc2)c1	-2	-4	0.2	0	i	0.1	-0.7	-3	8	0
NC(=O)CCC(NC(=O)c1ccc(Cl)cc1)C(=O)O (stereo not drawn)	0	4	-0.3	0	i	-1.3	-0.9	-6	1	0
C[C@@H]1CCCCO[C@H](CN(C)Cc2ccc(C(=O)O)cc2)[C@@H](C)CN([C@H](C)CO)C(=O)c2cc(NC(=O)CCC(F)(F)F)ccc2O1	1	·	-1.2	1	i	-2.4	-0.2	0	7	1

Screening data deposited in PubChem BioAssay by several laboratories.
